AGP1-GFP MLPCN = yeast TOR pathway AGP1-GFP modulation; S. cerevisiae AGP1-GFP multiplex flow cytometry, 3 h; GFP as percent of DMSO wells; GFP response vs DMSO, % at 10 µM; 320,000 tested, 0.02% active; AID 2066;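 active = GFP response relative to DMSO above a set limit, near screen average plus 3 SD, cut at about 150% in these data; inconclusive = fewer than 70 cells counted for the yeast strain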;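 note: median GFP channel fluorescence of the gated AGP1 strain per well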
procasp3 activ = activators of human procaspase-3; P42574; recombinant procaspase-3 D3A, Ac-DEVD-pNA absorbance 405 nm; activation, % at 8.5 µM; 330,000 tested, 0.11% active; AID 463141;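 active = activation above the mean of all tested compounds plus 3 SD, cut at about 21% in these data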;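 note: 0% = DMSO alone and 100% = DMSO wells spiked with extra 5 µM PC-3 D3A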
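System: Procaspase-3 D3A mutant. Medium: Zinc-free 300 mM NaCl, 50 mM HEPES, 0.01% Triton X-100. Schedule: 1 h preincubation plus 2 h reaction at 25 °C. Measured by: 405 nm absorbance of p-nitroaniline, reads at 0 and 120 min. Read-out: percent activation relative to control range.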
LAP4-GFP MLPCN = modulators of TOR pathway LAP4-GFP in S. cerevisiae. S. cerevisiae LAP4-GFP multiplex, flow cytometry GFP, 3 h; median GFP as percent of DMSO wells. GFP response vs DMSO, % at 10 µM. 320,000 tested, 0.34% active. AID 2023;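 active = GFP response vs DMSO above a set limit, about the screen mean plus 3 SD, cut at about 150% in these data; inconclusive = under 70 cell events counted for the yeast strain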
MEP2 TOR yeast = alters MEP2-GFP fluorescence in TOR pathway yeast screen; S. cerevisiae MEP2-GFP strain, flow cytometry GFP, 3 h; 100% = DMSO control level; GFP response vs DMSO, % at 10 µM; 330,000 tested, 0.51% active; AID 2016;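 active = GFP response versus DMSO above a set limit, roughly screen mean plus 3 SD, cut at about 180% in these data; inconclusive = fewer than 70 cells counted for a yeast strain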;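 note: median GFP fluorescence of the barcode-gated MEP2-GFP cells per well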
AHR activator = human AHR activation; P35869; AHR-responsive luciferase reporter cells, luminescence; activation, % at 5 µM; 320,000 tested, 2.5% active; AID 2796; in the data active = activation above about 47%;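 note: 0% = vehicle wells and 100% = reference agonist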
Target sequence (P35869 whole entry, looked up): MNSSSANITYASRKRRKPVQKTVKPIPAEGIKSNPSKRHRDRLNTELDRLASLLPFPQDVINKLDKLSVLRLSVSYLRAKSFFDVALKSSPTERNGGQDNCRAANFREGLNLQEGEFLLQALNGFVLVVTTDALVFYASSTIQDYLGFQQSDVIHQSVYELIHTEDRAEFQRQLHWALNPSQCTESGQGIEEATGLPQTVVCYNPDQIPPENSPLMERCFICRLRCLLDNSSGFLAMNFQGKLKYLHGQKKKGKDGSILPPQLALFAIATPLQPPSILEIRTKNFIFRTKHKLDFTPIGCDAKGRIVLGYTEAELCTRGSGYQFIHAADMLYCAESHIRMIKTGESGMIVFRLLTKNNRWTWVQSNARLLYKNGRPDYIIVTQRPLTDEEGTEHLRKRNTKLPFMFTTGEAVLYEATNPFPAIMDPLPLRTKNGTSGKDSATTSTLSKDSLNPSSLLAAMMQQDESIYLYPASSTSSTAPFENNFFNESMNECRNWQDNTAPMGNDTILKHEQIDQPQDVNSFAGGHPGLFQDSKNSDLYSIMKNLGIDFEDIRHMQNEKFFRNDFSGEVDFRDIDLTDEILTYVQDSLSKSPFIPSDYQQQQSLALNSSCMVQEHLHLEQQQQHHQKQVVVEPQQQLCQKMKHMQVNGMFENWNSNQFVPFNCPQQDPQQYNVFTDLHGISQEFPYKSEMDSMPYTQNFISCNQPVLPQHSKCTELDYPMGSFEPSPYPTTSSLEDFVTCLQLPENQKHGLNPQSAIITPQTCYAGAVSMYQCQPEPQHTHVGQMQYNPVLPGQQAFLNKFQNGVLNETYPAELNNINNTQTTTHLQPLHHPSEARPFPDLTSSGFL
CIT2 TOR yeast = modulators of TOR pathway CIT2-GFP in S. cerevisiae. S. cerevisiae CIT2-GFP strain, flow cytometry, 3 h; 100 means same as DMSO wells. GFP response vs DMSO, % at 10 µM. 320,000 tested, 0.065% active. AID 2029;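 active = GFP response relative to DMSO above a set limit, near the screen mean plus 3 SD, cut at about 150% in these data; inconclusive = Fewer than 70 cells measured for a yeast strain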;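 note: ratio of well median GFP fluorescence to mean of DMSO wells on the plate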
procasp7 counter = activates human procaspase-7, counter-screen for procaspase-3 activators; P55210; AID 463210; 330,000 tested, 0.093% active; activation, % at 8.5 µM; recombinant procaspase-7, Ac-DEVD-pNA absorbance 405 nm; D23A/D198A/D206A triple mutant, cannot self-cleave; scale: DMSO 0, 5 µM enzyme 100;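 active = percent activation above the screen-wide mean plus 3 SD, cut at about 25% in these data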
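Material: Procaspase-7 triple mutant (PC-7 D3A) | Quantity: 2 µM procaspase-7 mutant as dispensed | Reagent: DEVD-pNA substrate | Times: 1 h preincubation, 2 h reaction | Technique: 405 nm absorbance of p-nitroaniline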
RPL19A-GFP yeast = alters RPL19A-GFP fluorescence in TOR pathway yeast screen; S. cerevisiae RPL19A-GFP strain, flow cytometry, 3 h; hits give low values; percent response vs DMSO, % at 10 µM; 330,000 tested, 0.3% active;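 active = percent response vs DMSO below 50%; inconclusive = fewer than 70 events counted for the yeast strain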;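 note: median channel GFP fluorescence of the barcoded RPL19A-GFP strain; ratio of sample median GFP to plate DMSO average so 100% = DMSO; lower means less RPL19A-GFP as with rapamycin TOR inhibition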
The depositor's hits bear a star; ? = inconclusive; . = no result given; [ ] = another dose, or the depositor's remark. Rows were taken by chance, and some 3.5% of all compounds hit somewhere here.

SMILES	AGP1-GFP MLPCN	procasp3 activ	LAP4-GFP MLPCN	MEP2 TOR yeast	AHR activator	CIT2 TOR yeast	procasp7 counter	RPL19A-GFP yeast
NC(=S)C1COc2ccccc2O1 (configuration not stated)	103	-10	100	100	1	107	-8	101
Cc1nccn1CCCNC(=O)C1CCC(=O)N(Cc2ccccc2F)C1 (configuration not stated)	99	-3	84	111	3	109	2	108
CCOc1cc(C(=O)OCC(=O)N(C)c2ccccc2)cc(OCC)c1OCC	102	-3	102	90	4	103	-2	94
O=C(Nc1nnc(SCC(=O)N2CCCc3ccccc32)s1)c1ccc2ccccc2c1	100	1	96	107	9	107	3	110
Cc1ccccc1OCC(=O)OCC(=O)c1ccc[nH]1	103	6	113	104	1	106	-10	103
CC1(C)Cc2ccccc2C(=NC(Cc2ccccc2)C(=O)O)N1 (configuration not stated)	96	0	83	103	3	102	3	100
Cc1ccc(-c2cc(C(=O)Nc3cc(C)on3)no2)cc1	103	-4	102	98	3	98	6	103
CNc1snc(C)c1C(=O)OCC(=O)N(C)Cc1ccccc1	97	-4	101	95	2	94	-10	97
CC(=O)NC12CC3CC(C1)CC(C(=O)NCc1ccc(C)cc1)(C3)C2	103	13	97	107	0	106	0	103
COc1cc(NC(=O)COc2ccc(Cl)cc2)ccc1NC(=O)C(C)C	100	1	104	98	4	97	3	98
CC(=O)N[C@@H](Cc1ccc(O)cc1)CN1C(N)=NC[C@@H]1CC(C)C	79	-2	105	97	-1	67	-10	97
Cc1ccc(S(=O)(=O)/C(C#N)=C/c2c(N3CCCCC3)nc3ccccn3c2=O)cc1	99	-18	106	99	1	97	0	98
COc1cc(/C=N/NC(=O)Cc2ccc(Br)cc2)cc(OC)c1O	98	-10	82	98	3	103	6	101
O=C1CCCc2c1nn(-c1ccccc1)[n+]2[O-]	106	2	97	92	0	104	-2	92
COc1ccc(C(=O)COC(=O)CCN2C(=O)[C@@H]3[C@H](C2=O)[C@@H]2C[C@H]3C(Br)C2Br)cc1 (some centres not stated)	103	-3	94	108	-1	102	-3	108
CCc1ccc(N(C(=O)CNC(=O)c2ccco2)C(C(=O)NCC2CCCO2)c2ccccc2)cc1 (configuration not stated)	94	-6	103	110	0	91	0	96
COc1ccc(S(=O)(=O)N(C)C[C@H]2Oc3ccc(NC(=O)Nc4ccc5c(c4)OCO5)cc3C(=O)N([C@H](C)CO)C[C@@H]2C)cc1	101	-9	90	91	2	100	2	96
O=C(O)c1ccc2c(c1)NC(=O)C(N1CCCC1)S2 (configuration not stated)	102	1	113	105	-1	98	-5	98
Cc1ccc2c(c1)C1CN(C)CCC1N2S(=O)(=O)c1ccc(Oc2ccc([N+](=O)[O-])cc2)cc1 (configuration not stated)	113	-4	105	103	-1	140	0	104
CCOc1ccc(NCc2cccn2-c2nnc(N3CCC(C(=O)NCCCN4CCCCC4CC)CC3)s2)cc1 (configuration not stated)	106	0	101	100	-1	108	6	102
CCOc1cc(C2Nc3ccccc3C(=O)N2c2ccccc2OC)ccc1O (configuration not stated)	104	5	83	94	5	113	3	100
O=C(CN(C(=O)CCC(=O)Nc1nccs1)c1ccc2c(c1)OCO2)NCC1CCCO1 (configuration not stated)	100	0	97	99	3	101	2	100
CCOc1cc(C(=O)N2CCN=C2SC)cc(OCC)c1OCC	109	-6	101	96	0	106	9	100
COC(=O)c1c(NC(=O)c2ccc(C)cc2)sc(Cc2ccccc2)c1C	92	2	93	95	4	87	-4	93
O=C(CSc1ccccc1)Nc1nnc(C2CC2)s1	91	6	111	98	19	89	-2	108

Three compounds out of the list above, arranged by their value in LAP4-GFP MLPCN, falling.
| Structure | LAP4-GFP MLPCN |
| --- | --- |
| CNc1snc(C)c1C(=O)OCC(=O)N(C)Cc1ccccc1 | 101 |
| COc1ccc(S(=O)(=O)N(C)C[C@H]2Oc3ccc(NC(=O)Nc4ccc5c(c4)OCO5)cc3C(=O)N([C@H](C)CO)C[C@@H]2C)cc1 | 90 |
| Cc1nccn1CCCNC(=O)C1CCC(=O)N(Cc2ccccc2F)C1 (configuration not stated) | 84 |

(further entries)
SMILES	AGP1-GFP MLPCN	procasp3 activ	LAP4-GFP MLPCN	MEP2 TOR yeast	AHR activator	CIT2 TOR yeast	procasp7 counter	RPL19A-GFP yeast
Cc1nc(Nc2cccc(C(F)(F)F)c2)nc2c1C(=O)CC(C)C2 (configuration not stated)	105	-2	96	100	-2	102	6	98
COc1cc(C(=O)Nc2cc(Cl)ccc2C)c(-n2cnnn2)cc1OC	102	2	99	103	0	99	0	100
Clc1ccccc1C(c1nnnn1Cc1ccco1)N1CCN(Cc2ccco2)CC1 (configuration not stated)	100	10	98	96	3	100	3	98
CC(Oc1ccc(C(=O)c2ccc(F)cc2)cc1)C(=O)N1CCOCC1 (configuration not stated)	113	5	110	89	1	101	7	103
O=C(COc1ccc2ccc(=O)oc2c1)N1CCN(C(=O)C2COc3ccccc3O2)CC1 (configuration not stated)	91	2	91	109	4	98	2	97
Cc1ccccc1N1CCN(C(=S)c2ccccc2)CC1	94	6	87	94	5	95	-4	99
COc1ccc(Oc2ncnc3c2oc2ccc(Br)cc23)cc1	98	-7	100	99	2	95	11	101
O=C(C1CCC(CNS(=O)(=O)c2cccc3nsnc23)CC1)N1CC=C(c2ccccc2)CC1 (configuration not stated)	101	7	105	106	-2	99	-14	99
COc1cccc(CNC(=O)[C@H](CCSC)NC(=O)N2CCn3c2nc2ccccc23)c1	101	-1	91	102	5	98	13	100
CCCCc1ccc(N=N/C(C(=O)Nc2ccccc2OC)=C(/C)O)cc1	102	9	96	112	9	108	7	103
O=C(O)c1cc(-c2cccs2)nn1-c1ccccc1	106	5	106	104	2	103	-5	107
COc1ccc(OC)c(-c2csc(N(CC3CCCO3)C(=O)Cc3ccccc3)n2)c1 (configuration not stated)	100	0	87	115	6	107	10	107
Cc1cc(C)cc(N(CC(=O)Nc2cc(C)ccc2C)S(=O)(=O)c2c(C)[nH]c(=O)[nH]c2=O)c1	107	-2	97	105	0	115	5	106
Cc1ccc(S(=O)(=O)NCCC(=O)NCCCSc2ccccc2)cc1	97	-3	94	101	0	92	5	100
CCC(C)c1ccccc1N1CC(C(=O)Nc2cc(S(=O)(=O)N3CCOCC3)ccc2OC)CC1=O (configuration not stated)	107	0	85	103	0	102	-2	108
C/C(=N\NC(=O)CN1CCN(Cc2ccccc2)CC1)c1cccs1	103	-9	110	101	4	100	8	100
COc1cc2nc(N(CCCN(C)C)C(=O)c3ccc(C(=O)c4ccccc4)cc3)sc2cc1OC	106	-9	107	108	-2	106	-4	102
COC(=O)CCC(=O)OC1(C)C(=O)C=C2C=C(C3CC3)N(C3CCCCC3)C=C2C1=O (configuration not stated)	103	-7	92	101	-1	94	2	101
Cc1nnc(N/N=C/c2ccccc2O)n1N	94	-9	93	95	48*	100	-17	95
C=CCN(CC=C)S(=O)(=O)c1ccc(NC(=S)NC(=O)Cc2ccc(OC)cc2)cc1	103	11	104	102	-4	102	4	104
CCCCN(C)Cc1cc(=O)oc2cc3c(cc12)CCCC3	109	-2	116	100	7	106	5	98
Cc1ccc(-c2cc(C(=O)Nc3ccccc3C)c3ccccc3n2)o1	97	-22	108	99	14	93	-30	99
COc1ccc(/C(N)=N/OC(=O)CSc2ccc(C)cc2)cc1OC	97	-4	109	104	1	98	7	99
C#CCn1cnc2c(oc3ccccc32)c1=O	97	-2	110	100	3	95	4	99
O=C(O)CCCCCNc1nc2ncn(Cc3ccccc3)c2c(=O)[nH]1	101	7	91	96	-1	99	9	96

An excerpt of these results, in CSV form.
SMILES,AGP1-GFP MLPCN,procasp3 activ,LAP4-GFP MLPCN,MEP2 TOR yeast,AHR activator,CIT2 TOR yeast,procasp7 counter,RPL19A-GFP yeast
CCc1ccc(N(C(=O)CNC(=O)c2ccco2)C(C(=O)NCC2CCCO2)c2ccccc2)cc1 (configuration not stated),94,-6,103,110,0,91,0,96
COc1ccc(S(=O)(=O)N(C)C[C@H]2Oc3ccc(NC(=O)Nc4ccc5c(c4)OCO5)cc3C(=O)N([C@H](C)CO)C[C@@H]2C)cc1,101,-9,90,91,2,100,2,96
O=C(O)c1ccc2c(c1)NC(=O)C(N1CCCC1)S2 (configuration not stated),102,1,113,105,-1,98,-5,98
Cc1ccc2c(c1)C1CN(C)CCC1N2S(=O)(=O)c1ccc(Oc2ccc([N+](=O)[O-])cc2)cc1 (configuration not stated),113,-4,105,103,-1,140,0,104

Next section
SMILES	AGP1-GFP MLPCN	procasp3 activ	LAP4-GFP MLPCN	MEP2 TOR yeast	AHR activator	CIT2 TOR yeast	procasp7 counter	RPL19A-GFP yeast
CN1CCN(c2nc(-c3ccccn3)nc3ccccc23)CC1	102	-3	91	103	1	.	8	104
O=C(O)C1C2CCC(O2)C1C(=O)Nc1ccc(OC(F)F)cc1 (configuration not stated)	104	-1	102	104	-2	104	-9	101
COc1ccc(NC2=C(Cl)C(=O)N(CCc3ccccc3)C2=O)cc1	102	6	95	105	0	104	-10	102
O=C(O)CCn1c(SCc2cc(=O)n3ccccc3n2)nc2ccsc2c1=O	97	-3	92	103	0	92	4	103
Cc1ccc(OCCC(=O)OCC(=O)C(C)(C)C)cc1	99	4	105	101	0	103	2	99
COc1cc(NC(=O)c2ccc(OCc3c(C)noc3C)c(OC)c2)cc(OC)c1	102	2	111	105	0	96	6	103
O=C(Nc1ccc2nc(-c3ccc(Br)o3)[nH]c2c1)c1cccs1	11[may fluoresce violet]	-19	83[may fluoresce violet]	144[may fluoresce violet]	35	?	-15	94[may fluoresce violet]
Cn1c(NN)nc2ccccc2c1=O	94	-4	95	99	33	106	2	94
CCc1cc(/C(Cc2csc(C)n2)=N/O)c(O)cc1O	.	-1	91[may fluoresce violet]	209*[may fluoresce violet]	1	?	-7	44*[may fluoresce violet]
O=C(COc1ccc(Br)cc1)NCCCNC(=O)c1cnccn1	99	8	100	103	1	101	-1	97
CC(C)CCOCc1nc2sc3c(c2c(=O)[nH]1)CCC(C)C3 (configuration not stated)	102	-11	102	103	0	108	4	101
COc1cccc(Nc2nnc(SCC(=O)N3CCOCC3)s2)c1	106	-5	100	101	3	105	8	97

Reformatted: results already given.
Compound,AGP1-GFP MLPCN,procasp3 activ,LAP4-GFP MLPCN,MEP2 TOR yeast,AHR activator,CIT2 TOR yeast,procasp7 counter,RPL19A-GFP yeast
O=C(COc1ccc2ccc(=O)oc2c1)N1CCN(C(=O)C2COc3ccccc3O2)CC1 (configuration not stated),91,2,91,109,4,98,2,97
Cc1ccccc1N1CCN(C(=S)c2ccccc2)CC1,94,6,87,94,5,95,-4,99
